BoNT F protease – inhibitors of Botulinum neurotoxin F light chain protease | Multiplex microsphere protease cleavage assay, flow cytometry | inhibition, % at 10 µM | 360,000 tested, 0.22% active; in the data active = inhibition above about 35%, passing the limit was not always enough; inconclusive = no clear call, values can overlap the other calls; note: plate controls were buffer without enzyme for full effect and enzyme alone for no effect
BoNT A protease – inhibitors of Botulinum neurotoxin A light chain protease; multiplex microsphere protease substrate cleavage, flow cytometry; inhibition, % at 10 µM; 360,000 tested, 0.17% active; AID 588499; in the data active = inhibition above about 30%; inconclusive = no clear call, values can overlap the other calls; note: plate controls were buffer without enzyme for full effect and enzyme alone for no effect
FBA Mtb inh – Mtb fructose-bisphosphate aldolase inhibition. P9WQA3. purified M. tuberculosis FBA, fluorescence read-out. inhibition, % at 1 µM. 360,000 tested, 2.3% active; in the data active = inhibition above about 27%;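 note: 0% = vehicle and 100% = reference inhibitor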
Target sequence (P9WQA3 whole entry, looked up): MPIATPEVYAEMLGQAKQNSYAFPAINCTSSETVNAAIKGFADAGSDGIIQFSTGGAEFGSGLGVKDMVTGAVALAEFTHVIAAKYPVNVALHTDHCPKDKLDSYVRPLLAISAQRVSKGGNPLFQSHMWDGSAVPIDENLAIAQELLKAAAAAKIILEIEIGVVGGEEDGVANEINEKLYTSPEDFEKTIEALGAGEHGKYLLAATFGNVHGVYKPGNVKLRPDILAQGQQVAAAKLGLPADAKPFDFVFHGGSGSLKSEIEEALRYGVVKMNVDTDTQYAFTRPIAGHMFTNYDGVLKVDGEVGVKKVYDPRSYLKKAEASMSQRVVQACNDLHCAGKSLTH
GDH-TPI counter – GDH-TPI coupled enzyme inhibition counter-screen | GDH-TPI coupled enzyme counterscreen, NADH absorbance | inhibition, % at 4.8 µM | 360,000 tested, 1.2% active;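 note: 0% = DMSO wells and 100% = wells lacking the enzyme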
PrPC TRFRET – inhibitors of human cell surface prion protein PrPC. P04156. TR-FRET read-out. inhibition, % at 13.8 µM. 370,000 tested, 0.43% active. AID 720596; in the data active = inhibition above about 24%; note: 0% = median of the test wells and 100% = reference compound wells
CCHF vOTU inh – CCHFV vOTU protease inhibition | inhibition, % at 11.5 µM | 370,000 tested, 0.55% active | Pep-AMC fluorescence; note: 0% = vehicle wells with enzyme and 100% = no enzyme wells
BioA inh – blocks M. tuberculosis BioA enzyme activity; purified M. tuberculosis BioA enzyme, plate reader; inhibition, % at 9.99 µM; 360,000 tested, 0.096% active; AID 602481; in the data active = inhibition above about 40%; inconclusive = no clear call, values can overlap the other calls
UGM FP inh – Mtb UDP-galactopyranose mutase inhibition; 320,000 tested, 0.06% active; AID 504406; inhibition, % at 10 µM; purified UGM, fluorescence polarization probe displacement; in the data active = inhibition above about 10%, passing the limit was not always enough; inconclusive = no clear call, values can overlap the other calls
Target sequence (P9WIQ1 whole entry, looked up): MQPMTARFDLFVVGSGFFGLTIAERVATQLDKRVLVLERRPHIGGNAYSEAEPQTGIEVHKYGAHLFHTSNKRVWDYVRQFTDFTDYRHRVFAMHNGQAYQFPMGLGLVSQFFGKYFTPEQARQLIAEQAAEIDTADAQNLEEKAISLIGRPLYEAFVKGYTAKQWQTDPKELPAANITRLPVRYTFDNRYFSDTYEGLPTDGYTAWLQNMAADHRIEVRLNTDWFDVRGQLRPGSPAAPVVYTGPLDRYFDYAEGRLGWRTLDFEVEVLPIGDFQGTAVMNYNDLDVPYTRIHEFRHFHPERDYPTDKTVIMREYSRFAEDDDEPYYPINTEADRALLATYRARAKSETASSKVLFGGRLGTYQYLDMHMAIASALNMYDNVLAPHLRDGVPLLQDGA
FadD28 binding – M. tuberculosis FadD28 bisubstrate binding inhibition | FadD28 bisubstrate probe binding, fluorescence polarization | inhibition, % at 12.5 µM | 360,000 tested, 0.22% active; in the data active = inhibition above about 8.5%, passing the limit was not always enough; inconclusive = no clear call, values can overlap the other calls
Starred values were filed as active, the others as inactive; ? = inconclusive; nt = not tested or not shown; + = active, no number. Cut-off read from the data, not from the text of the source, unless noted: active = inhibition above about 30%; inactive = the rest. The order is random; 4.8% or so of the library scored in one or more.

SMILES	BoNT F protease	BoNT A protease	FBA Mtb inh	GDH-TPI counter	PrPC TRFRET	CCHF vOTU inh	BioA inh	UGM FP inh	FadD28 binding
CC(NCc1ccc(Cl)cc1)C(O)c1ccccc1 (configuration not stated)	-9	-0.6	0	0	6	-10	0.3	2.0	-4.0
CCC(=O)N1N=C(c2ccc(NS(=O)(=O)CC)cc2)CC1c1ccc(C)cc1 (configuration not stated)	-2	-0.1	+	5	15	-121	nt	-1.9	-2.3
CCc1nc2ccc(C(=O)NCc3ccc4c(c3)OCO4)cn2c1N(C)Cc1ccc(OC)cc1	-8	-0.5	-1	15	8	21	-0.9	nt	-0.1
COC(=O)CN(C)C(=O)c1ccccc1OC1CCN(S(C)(=O)=O)CC1	?	-3.4	-6	-10	0	-3	-0.7	-1.9	-3.0
CCOC(=O)c1c(C)oc2c1c(C=NCC1CCCO1)c(O)c1ccccc12 (configuration not stated)	20	0.2	-1	8	14	35*	-1.4	nt	1.8
CC(CC(=O)Nc1cccc(S(=O)(=O)N2CCCCC2)c1)c1ccccc1 (configuration not stated)	0	-0.2	-3	-4	14	0	nt	-0.6	-3.7
COc1c(Cl)cnn(-c2cccc(C)c2)c1=O	-11	-4.1	0	4	-1	-12	5.4	-0.4	0.5
COc1nnc(-c2ccc(N3CCOCC3)c(NC(=O)c3ccccc3)c2)c2ccccc12	0	-1.1	1	-3	2	6	7.2	0.7	-0.3
N#Cc1ccc(-c2nnnn2-c2ccc3c(c2)OCO3)cc1	3	0.6	2	1	3	6	2.1	-1.6	-0.9
COCCn1cnc2c1c(=O)n(CC(=O)O)c(=O)n2Cc1ccccc1	5	0.8	1	-1	-1	-6	0.1	-2.9	-4.8
O=C(OCC(=O)N1CCCCC1)c1n[nH]c(=O)c2ccccc12	5	3.0	0	0	-5	-9	0.7	nt	-3.4
CCCN(Cc1cc2ccc(C)cc2[nH]c1=O)C(=O)c1ccccn1	-2	3.6	-3	21	0	5	5.0	0.3	-2.5

Compound profiles, as listed above. Order of screens: BoNT F protease | BoNT A protease | FBA Mtb inh | GDH-TPI counter | PrPC TRFRET | CCHF vOTU inh | BioA inh | UGM FP inh | FadD28 binding
CC(NCc1ccc(Cl)cc1)C(O)c1ccccc1 (configuration not stated) as listed: -9 | -0.6 | 0 | 0 | 6 | -10 | 0.3 | 2.0 | -4.0
COC(=O)CN(C)C(=O)c1ccccc1OC1CCN(S(C)(=O)=O)CC1 as listed: ? | -3.4 | -6 | -10 | 0 | -3 | -0.7 | -1.9 | -3.0
COCCn1cnc2c1c(=O)n(CC(=O)O)c(=O)n2Cc1ccccc1 as listed: 5 | 0.8 | 1 | -1 | -1 | -6 | 0.1 | -2.9 | -4.8

(more compounds)
SMILES	BoNT F protease	BoNT A protease	FBA Mtb inh	GDH-TPI counter	PrPC TRFRET	CCHF vOTU inh	BioA inh	UGM FP inh	FadD28 binding
CN(C(=O)c1cc(-c2ccccc2)on1)C1CCCCC1	11	-2.2	0	5	1	6	2.3	0.2	0.0
CCC(c1nnnn1C1CCCCC1)N(Cc1ccco1)Cc1cc2ccc(OC)cc2[nH]c1=O (configuration not stated)	-1	-0.3	7	24	1	-5	-3.9	nt	-4.6
CCOc1cccc(C2C(C(=O)c3ccc(C)o3)=C(O)C(=O)N2Cc2ccncc2)c1 (configuration not stated)	16	0.5	2	11	3	10	3.5	0.8	-0.1
Cc1ccc(S(=O)(=O)N2CCN(C(=O)COC(=O)CCOc3ccc(C(C)(C)C)cc3)CC2)cc1	-2	3.8	-2	9	6	-5	nt	3.9	-0.8
COCc1ccccc1C1=CC(=O)C[C@H](c2ccc(OC)cc2)C1	4	-0.1	6	10	-2	-2	0.6	-0.1	-1.5
CCOc1ccc(N2C(=O)Nc3ccc(Br)cc3C2(O)C(=O)NCCCN(C)C)cc1 (configuration not stated)	-6	-0.8	2	-2	5	-7	-1.7	-0.5	-2.8
O=c1c2ccccc2nnn1CSc1nnc(-c2cccnc2)n1-c1ccccc1F	4	0.0	3	-2	-2	1	1.7	2.2	-0.5
CCC1CO/C(=C(\C(Cl)=C(Cl)Cl)[N+](=O)[O-])N1Cc1ccc(Cl)nc1 (configuration not stated)	4	-1.1	0	0	0	5	-1.3	2.1	nt
O=C(/C=N/O)NCC1CCNCC1	-10	-1.2	0	-6	4	10	2.3	0.3	-1.1
CC(C)(C)c1ccc(/C=C2\CCn3c2nc2cc(C(=O)O)ccc2c3=O)cc1	0	0.8	3	-1	nt	nt	0.6	-1.1	-1.3
Cc1cc(N2C(=O)c3ccc(C(=O)Nc4ccccc4O)cc3C2=O)no1	9	1.8	3	4	0	-1	-2.3	1.1	-0.9
O=C(COC(=O)c1ccccc1C(=O)N1CCN(c2ccccc2)CC1)NCc1ccccc1	0	-0.8	-1	4	6	-6	2.8	0.6	1.8

Quoted from the listing.
PrPC TRFRET result of CCOc1cccc(C2C(C(=O)c3ccc(C)o3)=C(O)C(=O)N2Cc2ccncc2)c1 (configuration not stated) reads 3
PrPC TRFRET result of O=C(COC(=O)c1ccccc1C(=O)N1CCN(c2ccccc2)CC1)NCc1ccccc1 reads 6

The results go on.
SMILES	BoNT F protease	BoNT A protease	FBA Mtb inh	GDH-TPI counter	PrPC TRFRET	CCHF vOTU inh	BioA inh	UGM FP inh	FadD28 binding
O=C(NCc1nnc(SCC(=O)N2CCCC2)o1)c1c(F)cccc1Cl	4	-0.2	1	5	1	3	-1.5	2.4	-3.9
CCCCn1c(=O)c(CCC(=O)OCC(=O)Nc2cccc3ccccc23)nc2ccccc21	-5	-0.3	-2	11	5	-14	-1.5	0.8	-0.2
Cc1ccccc1OCC1CN(CN2CCOCC2)C(=O)O1 (configuration not stated)	3	-0.8	-7	-5	23	-8	9.6	0.8	-3.6
CCCCn1c(SCC(=O)N2CCC(C)CC2)nc2ccsc2c1=O	4	2.5	-4	11	8	0	2.4	-0.4	-3.4
O=C(NC12CC3CC(CC(C3)C1)C2)N1CCC(O)CC1	8	1.0	-1	-9	-6	2	0.3	0.6	-2.4
O=C(c1ccccc1)c1cc([N+](=O)[O-])ccc1N1CCCC1	-3	1.3	-8	12	-7	-9	nt	-1.3	-5.8
Nc1ccn(CC(=O)NCc2ccccc2)c(=O)n1	2	0.8	2	4	-3	-6	-0.8	-0.4	-1.3
Cc1cccc(Nc2c(F)c(F)c(F)c(F)c2C(=O)O)c1	-6	-0.5	1	4	-5	15	nt	1.9	-2.4
c1cncc(-c2ccc3ncnc(NCc4ccc5c(c4)OCO5)c3c2)c1	-1	-0.8	2	-3	0	9	26	0.7	-7.9
O=C(CSc1nnnn1-c1ccccc1)NCC1(N2CCCCC2)CCCCC1	-6	0.0	0	4	-9	-9	0.6	-1.6	-2.8
COc1ccc(-c2ccc(CN3C(C(C)C)C(=O)N(Cc4cn(CC5CCCCC5)nn4)CCS3(=O)=O)cc2)cn1 (configuration not stated)	4	-0.2	-3	-3	-6	-1	-2.9	nt	-3.4
COc1cc(O)c(C(CC(=O)N2CCN(c3ccccc3)CC2)c2ccc(N(C)C)cc2)c(OC)c1 (configuration not stated)	1	0.3	-1	9	-3	12	-0.3	2.2	1.2
C=CCC(C(=O)OC)(C(=O)OC)c1ccc([N+](=O)[O-])cc1[N+](=O)[O-]	0	-0.7	-1	-5	-31	-20	nt	-2.9	-2.1
S=c1[nH]nc(-c2ccccc2Cl)n1CC1CCCO1 (configuration not stated)	3	-0.3	2	9	-4	-2	-3.1	1.8	0.5
CC1=C[C@@H](C)[C@@H](c2ccc(C(F)(F)F)cc2)OC1=O	0	-0.6	1	-9	-2	10	1.2	-1.2	-2.4
CCCOC(=O)C(C)n1cnc2sc(C)c(C)c2c1=O (configuration not stated)	4	0.1	-2	8	-2	2	-3.6	-2.3	-2.5
Nc1c(Cl)ncnc1N1CCOCC1	-4	-0.7	2	6	-3	-9	-4.0	0.4	-2.4
COc1ccc(N2C(=O)c3ccccc3NC2c2ccccc2O)cc1 (configuration not stated)	9	0.7	7	1	-7	14	-41	-1.9	1.0
Clc1cncc(Cl)c1N/N=C/c1ccncc1	-11	-0.3	-1	36*	-16	29	16	nt	-3.6
COc1cccc(CNC(=O)[C@@H]2CCCN2C(=O)[C@H]2CCCCN2C(=O)c2ccc(Cl)cc2)c1	7	-1.0	nt	nt	-6	2	nt	nt	nt
COC(=O)C(N)CCCCN (configuration not stated)	-1	-0.2	2	-3	0	1	-1.2	-2.0	-1.9
Clc1cccc(CN2CCC3CC2c2cc(N4CCCCC4)ccc23)c1 (configuration not stated)	-1	-4.5	-1	5	-1	11	0.4	nt	1.0
CCOC(=O)N1CCC(NC(=O)C2CCCN(Cc3nc(-c4ccc(CC)cc4)oc3C)C2)CC1 (configuration not stated)	-1	0.3	0	8	4	0	nt	1.2	-3.0
CC(=O)C(=Cc1ccc(-c2ccccc2)cc1)C(=O)c1ccccc1	-11	0.4	nt	nt	1	-1	nt	nt	nt
C=CCNc1nc(NCc2ccccc2)nc(OCC)n1	12	-1.6	1	-11	-3	-7	-0.6	-1.7	-2.9
Cc1ccc(S(=O)(=O)N2CCOCC2)cc1C(=O)NC(C)CCc1ccccc1 (configuration not stated)	-2	-0.6	2	-1	0	-1	8.1	1.2	-1.3
CCOC(=O)C1=C(C)NC(=O)NC1c1ccccc1 (configuration not stated)	0	0.1	-4	-1	3	1	-1.4	1.6	-2.4
CCSc1nc2sc3c(c2c(=O)n1CC)CCC3	?	-3.4	1	20	-3	-1	3.8	-0.8	-2.9
CCOc1cc(N2CCOCC2)c(OCC)cc1NC(=O)c1ccco1	-3	-1.1	-1	6	2	13	nt	-0.4	-3.6
Cc1c(OC(C)C(=O)N2C[C@H]3C[C@@H](C2)c2cccc(=O)n2C3)ccc2c3c(c(=O)oc12)CCC3 (some centres not stated)	-4	-0.3	9	6	-9	3	0.8	2.8	-3.1
COc1ccc(C(=O)NC(=S)Nc2cccc3nc(C)ccc23)cc1OC	nt	nt	0	-3	17	-4	2.9	-0.4	-1.5
CCCCCn1nc(C(=O)OCc2nc(N)nc(Nc3ccccc3)n2)c2ccccc2c1=O	-1	0.4	-2	7	-1	4	-1.1	1.2	-5.4
CCOC(=O)[C@]12Cc3cc4ccccc4cc3[C@H]1N(Cc1ccccc1)C(=O)c1ccccc12	-7	0.3	nt	nt	10	7	nt	nt	nt
Cc1cccc(NC(=O)c2cc(=O)n(Cc3ccccc3)c(=O)[nH]2)c1	-3	-0.6	-3	0	-1	1	nt	0.4	-3.6
CC(C)Nc1nc(-c2ccncc2)nc(-c2ccccc2)c1C#N	-3	-0.4	1	-7	-3	-11	0.3	1.2	-1.7
CC1(C(=O)NS(=O)(=O)c2ccc(Cl)cc2)CCN1C(=O)c1ccc(C2CCCCC2)cc1 (configuration not stated)	-2	-0.2	5	3	8	19	0.3	nt	0.8
Cc1ccc(C(=S)N2CCCCCC2)cc1	?	-3.0	0	-5	1	-7	-3.6	4.7	-0.7
O=C(NCCC(=O)N1CCN(C(=O)c2ccco2)CC1)c1ccccc1Cl	1	-0.5	-2	2	-3	13	0.2	-1.3	-1.7
Cc1ccc2c(cnn2C(=O)CCC(=O)NCc2cccc(Cl)c2)c1	-7	-0.1	-4	2	3	-4	-1.0	0.6	-1.2
O=C(Nc1cc(Cl)ccc1-n1cncn1)c1cccc(S(=O)(=O)N2CCOCC2)c1	1	5.7	3	5	5	1	nt	-1.9	1.0
COC(=O)c1c(NS(=O)(=O)c2ccc3ccccc3c2)sc2c1CCCC2	-9	0.9	0	9	11	16	-0.8	-0.8	0.7
O=c1cc(-c2ccccc2)c2ccccc2[nH]1	-9	-1.9	2	16	18	1	0.3	0.3	0.3
O=C(ON=C1CCN(c2ccc([N+](=O)[O-])cc2)CC1)c1ccccc1	1	?	-8	3	-28	5	1.7	0.0	-2.9
CC(=O)NCC(O)c1ccc([N+](=O)[O-])cc1 (configuration not stated)	6	-4.3	1	8	-4	-7	nt	-2.0	-1.3
CC(NC(=O)c1ccc(N(C)C)c([N+](=O)[O-])c1)c1ccc(-n2ccnc2)cc1 (configuration not stated)	0	-1.9	-2	21	-21	7	3.6	-2.8	-0.8
OCCN1C2=NCCCN2c2ccccc21	?	?	-2	4	-4	-8	1.3	0.5	-0.4
CN(C)CCCn1c2c(c(SCC(=O)Nc3nccs3)nc1=O)CCC2	-11	0.5	-1	1	-4	6	nt	-0.8	0.0
Cc1cccc2nc(-c3ccco3)oc(=O)c12	-3	0.1	1	9	0	-12	0.4	1.5	0.8

Assay outcomes as filed in PubChem.
